Compound activity: PubChem, several laboratories
SARS 3CLpro inh: SARS-CoV 3CLpro protease inhibition | P0C6X7 | recombinant SARS-CoV 3CLpro, quenched FRET peptide cleavage | inhibition, % at 6 µM | actives 0.14% (n = 290,000) | AID 1706; in the data active = inhibition above about 12%
DUSP3 inh: inhibitors of human VHR1 phosphatase (DUSP3) | actives 0.52% (n = 290,000) | recombinant VHR phosphatase, pNPP absorbance | AID 1654 | inhibition, % at 13.3 µM; in the data active = inhibition above about 50%; also: some compounds called inactive have numbers as strong as hits
PriA SSB inh: K. pneumoniae PriA-SSBct interaction inhibition; AlphaScreen SSBct-PriA binding, biotinylated peptide; inhibition, % at 33 µM; actives 0.6% (n = 430,000); AID 1272365; in the data active = inhibition mostly above about 37%, no sharp cut-off; inactive = mostly below about 20%;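 also: plate controls were negative control peptide for no effect and reference peptide for full effect; strong numbers were not always called active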
MazEF act: activators of E. coli MazEF toxin-antitoxin RNase. AID 504720. actives 0.32% (n = 350,000). activation, % at 20 µM. FAM/BHQ RNA-DNA oligo cleavage fluorescence, 5 h. P0AE70; in the data active = activation above about 50%
Target sequence (P0AE70 whole entry, looked up): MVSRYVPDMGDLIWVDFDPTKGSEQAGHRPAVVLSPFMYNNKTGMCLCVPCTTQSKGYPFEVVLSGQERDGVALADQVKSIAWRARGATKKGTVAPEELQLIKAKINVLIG
BioA inh: BioA (M. tuberculosis) enzyme inhibition | purified M. tuberculosis BioA enzyme, plate reader | inhibition, % at 9.99 µM | actives 0.096% (n = 360,000); in the data active = inhibition above about 40%
GDH-TPI counter: counter-screen for M. tuberculosis FBA inhibitors: GDH-TPI coupled enzymes; actives 1.2% (n = 360,000); GDH-TPI coupled enzyme counterscreen, NADH absorbance; inhibition, % at 4.8 µM; in the data active = inhibition above about 30%;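 also: 0% = DMSO wells and 100% = wells lacking the enzyme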
Mtb UGM inh: Mtb UDP-galactopyranose mutase inhibition; purified UGM, fluorescence polarization probe displacement; inhibition, % at 10 µM; actives 0.06% (n = 320,000); AID 504406; in the data active = inhibition above about 10%, passing the limit was not always enough
Target sequence (P9WIQ1 whole entry, looked up): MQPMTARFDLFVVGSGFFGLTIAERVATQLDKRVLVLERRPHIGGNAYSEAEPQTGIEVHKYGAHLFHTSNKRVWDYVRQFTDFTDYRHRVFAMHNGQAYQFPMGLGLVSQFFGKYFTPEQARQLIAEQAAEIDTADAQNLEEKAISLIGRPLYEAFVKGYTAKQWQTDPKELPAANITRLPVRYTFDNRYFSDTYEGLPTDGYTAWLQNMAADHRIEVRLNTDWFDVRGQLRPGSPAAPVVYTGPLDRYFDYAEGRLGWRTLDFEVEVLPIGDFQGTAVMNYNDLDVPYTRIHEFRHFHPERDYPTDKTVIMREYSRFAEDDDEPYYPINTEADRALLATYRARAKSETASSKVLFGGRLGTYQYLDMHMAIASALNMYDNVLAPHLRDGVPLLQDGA
Rv3671c protease: inhibits the M. tuberculosis serine protease Rv3671c. inhibition, % at 5.96 µM. P9WHR9. actives 0.048% (n = 320,000); in the data active = inhibition above about 38%;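 also: extracellular domain of Rv3671c used as enzyme; 0% = enzyme with DMSO and 100% = no enzyme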
Target sequence (P9WHR9 whole entry, looked up, the tested form may be a part): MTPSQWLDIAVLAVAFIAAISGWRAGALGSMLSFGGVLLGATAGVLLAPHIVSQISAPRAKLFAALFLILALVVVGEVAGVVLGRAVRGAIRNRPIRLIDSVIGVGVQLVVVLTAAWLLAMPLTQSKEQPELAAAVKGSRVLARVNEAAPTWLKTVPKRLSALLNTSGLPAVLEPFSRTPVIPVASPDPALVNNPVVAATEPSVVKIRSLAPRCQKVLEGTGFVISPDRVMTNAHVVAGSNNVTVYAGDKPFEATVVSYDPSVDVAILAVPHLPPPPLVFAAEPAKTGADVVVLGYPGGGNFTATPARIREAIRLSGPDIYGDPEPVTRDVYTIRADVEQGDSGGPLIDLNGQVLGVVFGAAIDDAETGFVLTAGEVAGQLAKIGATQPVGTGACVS
BH1578 lux ind: induces V. cholerae light production without autoinducers. V. cholerae BH1578 lux reporter, luminescence, 6 h. activation, % at 18.7 µM. actives 0.16% (n = 350,000); in the data active = activation mostly above about 9.7%, no sharp cut-off; also: not every result past the cut was called active; inactives centre near 0; reference of the scale not given here
Mtb FBA inh: inhibits M. tuberculosis FBA enzyme. P9WQA3. purified M. tuberculosis FBA, fluorescence read-out. inhibition, % at 1 µM. actives 2.3% (n = 360,000). AID 588726; in the data active = inhibition above about 27%;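 also: 0% = vehicle and 100% = reference inhibitor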
Active calls of the source: *; i = inactive; . = not tested or not shown.

The line under a structure holds: BH1578 lux ind	BioA inh	Mtb UGM inh	Mtb FBA inh	Rv3671c protease	PriA SSB inh	SARS 3CLpro inh	GDH-TPI counter	MazEF act	DUSP3 inh
- O=C(O)c1ccc(N/N=C/c2ccc(-c3ccccc3Cl)o2)cc1
 : -0.4	0.4	6.2	18	1	i	1	20	-4	13
- COC(=O)c1c(NC(=O)c2ccco2)sc(C(=O)Nc2ccc(F)cc2)c1C
 : -1.6	.	-0.7	-1	-3	-7	-5	1	-11	12
- COCCn1nnnc1C(c1ccc(OC)c(OC)c1)N1CCN(C(=O)c2ccco2)CC1 (configuration not stated)
 : -0.2	.	2.4	3	5	-1	-8	-1	2	14
- Cc1ccc(C)c(N2CCN(S(=O)(=O)c3c(C)[nH]c(C)c3C(=O)N3CCCC3)CC2)c1
 : -0.2	-0.1	-0.3	-3	8	8	3	3	9	21
- COc1ccc(C(=O)Nc2nnc(SCC(=O)Nc3ccc(NC(C)=O)cc3)s2)c(OC)c1
 : -0.4	-1.8	0.1	0	-10	-8	-4	10	-120	-13
- O=C(Nc1ccc2nc3n(c(=O)c2c1)CCCC3)c1ccccc1F
 : i	1.7	0.4	1	-1	-6	0	-6	-3	74
- CN(C)c1ccc(/C=N/NC(=O)c2ccnn2C)cc1
 : -0.3	.	0.0	2	-4	.	1	6	3	12
- O=c1cc(-c2ccccc2)oc2cc(O)ccc12
 : -0.3	-1.5	.	3	.	-1	.	21	-3	.
- CC(CC(=O)Nc1ccc(F)c([N+](=O)[O-])c1)c1ccccc1 (configuration not stated)
 : -0.3	.	1.6	2	-5	-6	3	4	10	-4
- O=S(=O)(Cc1ccc(Cl)cc1)N1CCN(c2ncccn2)CC1
 : i	-1.0	0.3	0	2	-10	-1	-8	3	14
- Cc1cc(C)c2c3c(sc2n1)C(c1cccc(F)c1)C(C#N)=C(N)O3 (configuration not stated)
 : -1.7	-0.6	-0.2	64*	-7	6	1	9	0	6
- COc1ccc(OC)c(CNc2ncc(-c3cccc([N+](=O)[O-])c3)n2C)c1
 : 0.0	3.2	1.1	1	-1	36	-1	9	-14	-7
- Cc1cc(NC(=O)C2(C)CCN2C(C)C)c2ccccc2n1 (configuration not stated)
 : 0.3	0.5	.	0	.	.	.	7	.	.
- Cc1ccc2cccc(NC(=S)NC(=O)c3c(Br)cnn3C)c2n1
 : i	-0.5	0.2	4	5	5	-3	13	-6	9
- C/C=C/c1ccc(OCC(=O)Nc2ccc(C(N)=O)cc2)c(OC)c1
 : -0.4	.	0.6	2	-8	-3	-6	2	5	30
- CC(C(=O)Nc1ccccc1C#N)N1C(=O)NC2(CCCCCC2)C1=O (configuration not stated)
 : i	-1.7	.	2	.	-2	.	7	3	.
- COc1ccccc1OCc1nc2ccccc2n1C
 : -0.4	.	0.6	3	2	3	-1	-10	-3	15
- CCCN1C(=O)C(O)(c2c(C)[nH]c3ccccc23)c2ccccc21 (configuration not stated)
 : -0.5	-1.3	-1.4	-1	-6	5	1	-3	-9	-8
- CCOC(=O)c1[nH]c2ccccc2c1NC(=O)c1ccco1
 : i	0.1	1.2	-1	-3	-5	2	14	7	-13
- COc1ccc(NC(=O)C2CCN(S(=O)(=O)c3c(C)noc3C)CC2)cc1
 : -0.6	1.8	-0.8	0	7	-15	1	-4	-1	1
- O=C(CSc1nnc(NC(=O)Cc2ccc(F)cc2)s1)NCc1ccco1
 : 2.8	-0.7	1.1	7	-4	-6	2	0	-17	22
- O=c1cc(O)c2ccccc2n1Cc1ccccc1
 : -0.4	1.7	1.4	3	4	5	-1	-1	-6	-8
- O=C(O)c1cncc(SCc2ccccc2)n1
 : -0.4	.	-0.4	-2	5	-6	.	14	3	.
- COc1cc(OC)cc(C(=O)NNC(=O)CCC2CCCC2)c1
 : 1.2	0.4	-1.3	-3	1	18	.	-2	2	.
- O=C(CC(c1ccccc1)c1ccco1)N1CCOCC1 (configuration not stated)
 : -0.6	-0.1	2.4	2	5	4	6	-6	-1	4
- CCOc1ccccc1NS(=O)(=O)c1ccc2c(c1)n(C)c(=O)c(=O)n2C
 : -0.3	7.6	1.2	0	9	-1	0	16	7	0
- COc1ccc(NC(=O)/C(C#N)=C\c2ccc(-c3cccc(C(=O)O)c3C)o2)cc1
 : 0.0	2.1	-1.2	-7	-5	3	2	-2	3	-8
- COc1ccc(C(c2oc(CO)cc(=O)c2O)c2oc(CO)cc(=O)c2O)cc1
 : 0.3	.	-0.5	0	5	-9	3	5	14	2
- CC(NC(=O)c1ccc2c(c1)OCO2)C1CCCO1 (configuration not stated)
 : -0.2	1.9	-0.6	-1	2	2	2	-12	-6	12
- O=C(O)c1cn(Cc2ccccc2)nc1-c1ccccc1
 : i	0.4	2.8	0	-4	-9	-2	-1	7	14

Reprinted from the part before: 4 compounds, followed by the next part.
The line under a structure holds: BH1578 lux ind	BioA inh	Mtb UGM inh	Mtb FBA inh	Rv3671c protease	PriA SSB inh	SARS 3CLpro inh	GDH-TPI counter	MazEF act	DUSP3 inh
- COc1ccc(NC(=O)/C(C#N)=C\c2ccc(-c3cccc(C(=O)O)c3C)o2)cc1
 : 0.0	2.1	-1.2	-7	-5	3	2	-2	3	-8
- COc1ccc(C(c2oc(CO)cc(=O)c2O)c2oc(CO)cc(=O)c2O)cc1
 : 0.3	.	-0.5	0	5	-9	3	5	14	2
- CC(NC(=O)c1ccc2c(c1)OCO2)C1CCCO1 (configuration not stated)
 : -0.2	1.9	-0.6	-1	2	2	2	-12	-6	12
- O=C(O)c1cn(Cc2ccccc2)nc1-c1ccccc1
 : i	0.4	2.8	0	-4	-9	-2	-1	7	14
- CCCCC(=O)Nc1c(O)c2ccccc2[nH]c1=O
 : -0.2	0.5	-2.3	5	0	-1	3	-7	3	-24
- O=C(CNS(=O)(=O)c1ccccc1)N1CCN(Cc2ccccc2)CC1
 : -1.5	-1.2	-0.6	1	2	4	-1	-4	-2	6
- Cc1ccccc1CNC(=O)c1cc(COc2ccc(F)cc2F)on1
 : -2.9	.	0.9	-2	-3	-3	4	-1	-5	18
- CC(=O)Nc1cccc(-c2ccnc3c2CC(C(=O)Nc2ccc(C(C)C)cc2)O3)c1 (configuration not stated)
 : -0.3	-0.4	.	0	.	.	.	7	.	.
- COC(=O)CC/C(O)=C1/C(=N)CC(C)(C)CC1=O
 : i	-1.6	1.9	1	2	.	-3	0	-7	-2
- COc1cc(C(=O)Nc2ccc3c(c2)CCCN3C(=O)c2ccco2)c([N+](=O)[O-])cc1OC
 : -1.8	1.3	-0.6	-1	6	2	.	9	1	.
- O=C(NC1CCN(S(=O)(=O)c2ccc(F)cc2)CC1)c1cccc(F)c1
 : i	0.0	1.8	1	7	-1	-2	3	3	12
- C[C@@H]1C(=O)O[C@H]2[C@H](O)[C@@]34[C@H]5C[C@@H](C(C)(C)C)[C@]36[C@@H](OC(=O)[C@@H]6O)O[C@@]4(C(=O)O5)[C@@]12O
 : i	-1.6	-0.7	-2	-5	1	-3	-6	-1	-25
- CNC(=O)CSc1nnc(-c2ccco2)n1-c1ccccc1
 : -0.1	-0.5	-4.5	-4	2	-8	0	12	3	-4
- CC(C)CC(C(=O)NC(=O)NCc1ccccc1)N1C(=O)c2ccccc2C1=O (configuration not stated)
 : i	-1.4	6.3	-1	-6	6	0	11	5	10
- CC(Oc1ccc(Br)cc1)C(=O)NCC(c1ccco1)N1CCCCC1 (configuration not stated)
 : i	-0.2	1.8	-3	-2	-8	.	14	-3	.
- CC(C)Cc1cc(C(=O)N2CCN(C(c3ccccc3)c3ccccc3)CC2)no1
 : -0.2	-2.4	-0.2	-1	-5	-12	0	-1	2	5
- CCOCCCNCc1c(Cl)cccc1Cl
 : -0.5	.	-0.3	1	-1	-9	5	0	-11	8
- COc1ccc(C(=O)OCCN2CCCCC2)cc1
 : -0.6	1.5	3.1	-2	-4	-14	2	11	7	4
- COc1ccc(-n2c(C)nc3cc(C(=O)NCc4ccco4)ccc32)cc1
 : -3.2	17	-1.4	1	6	11	6	9	-1	0
- COc1ccccc1OCC#CCN1CCCCCC1
 : -0.4	.	1.7	-1	2	5	2	0	2	-2
- O=C1N[C@@H](c2ccccc2)COC(=O)[C@@H](Cc2ccc(F)cc2)CC/C=C/C[C@@H]1CC(=O)N(CCO)Cc1ccccc1
 : -2.0	0.4	.	0	-21	-7	.	5	-6	.
- COC(=O)CCN(C(=O)c1cccc([N+](=O)[O-])c1)c1ccccn1
 : -1.7	.	-0.6	9	-1	-2	-4	-1	5	26
- Cc1ccc(NC(=S)N/N=C2\CCCCC2C)cc1 (configuration not stated)
 : i	.	-1.6	2	5	.	7	-8	-1	7
- Cc1ccc(S(=O)(=O)n2ccc(=O)[nH]2)cc1
 : -0.5	-1.5	1.9	1	-4	-29	1	1	6	3
- COc1cc(Cl)c(NS(=O)(=O)c2cc3[nH]c(=O)c(=O)[nH]c3cc2C)c(OC)c1
 : -0.5	-0.4	2.9	2	18	9	1	12	1	13
- O=C(Nc1cc2c(cc1Cl)OCCCO2)c1ccccc1
 : 0.6	2.4	5.7	5	-9	-10	1	-6	-4	33
- CCOc1ccc(NC(=O)CSc2nnc(-c3ccco3)n2C)cc1
 : -1.4	2.3	1.0	-1	-4	-4	2	-9	4	15
- COc1ccc(N2CCN(c3ncnc4nc[nH]c34)CC2)cc1
 : 0.0	1.2	-1.1	1	-3	-2	-3	13	-1	-10
- CC1=C2C(=O)C3C(CC=C4CC(OC5OC(O)C(O)C(O)C5CO)CCC43C)C2CCC12OC1CC(C)CNC1C2C (configuration not stated)
 : i	-0.1	2.7	4	-4	-12	0	-5	0	10
- Cc1cccc(C)c1OCc1cc(C(=O)NC2CCC(O)CC2)no1 (configuration not stated)
 : i	-1.2	0.1	1	4	-2	-4	0	-5	20
- CCOC(=O)C1(CCC(=O)OCc2ccccc2)CCCCC1=O (configuration not stated)
 : -4.3	8.7	.	-3	.	-34	.	8	-4	.
- O=C(CCC(=O)OCC(=O)c1ccc(Br)cc1)NC1CCCCC1
 : i	-3.9	-0.3	1	4	-21	2	4	-6	-2
- O=C(CN1CCC(NC(=O)Nc2ccccc2)CC1)Nc1cccc([N+](=O)[O-])c1
 : -0.1	3.9	0.8	-1	-1	20	-2	4	2	21

Structural class: the entries above containing an NH in an aromatic ring.
The line under a structure holds: BH1578 lux ind	BioA inh	Mtb UGM inh	Mtb FBA inh	Rv3671c protease	PriA SSB inh	SARS 3CLpro inh	GDH-TPI counter	MazEF act	DUSP3 inh
- Cc1ccc(C)c(N2CCN(S(=O)(=O)c3c(C)[nH]c(C)c3C(=O)N3CCCC3)CC2)c1
 : -0.2	-0.1	-0.3	-3	8	8	3	3	9	21
- CCCN1C(=O)C(O)(c2c(C)[nH]c3ccccc23)c2ccccc21 (configuration not stated)
 : -0.5	-1.3	-1.4	-1	-6	5	1	-3	-9	-8
- CCOC(=O)c1[nH]c2ccccc2c1NC(=O)c1ccco1
 : i	0.1	1.2	-1	-3	-5	2	14	7	-13
- CCCCC(=O)Nc1c(O)c2ccccc2[nH]c1=O
 : -0.2	0.5	-2.3	5	0	-1	3	-7	3	-24
- Cc1ccc(S(=O)(=O)n2ccc(=O)[nH]2)cc1
 : -0.5	-1.5	1.9	1	-4	-29	1	1	6	3
- COc1cc(Cl)c(NS(=O)(=O)c2cc3[nH]c(=O)c(=O)[nH]c3cc2C)c(OC)c1
 : -0.5	-0.4	2.9	2	18	9	1	12	1	13
- COc1ccc(N2CCN(c3ncnc4nc[nH]c34)CC2)cc1
 : 0.0	1.2	-1.1	1	-3	-2	-3	13	-1	-10

These rows are one share of the data. The share of hits here may be higher or lower than overall.
